# NOD2-RIPK2 inh = blocks binding of human NOD2 to RIPK2; inhibition, % at 4.98 µM; AID 624267; CHO BLA complementation NOD2-RIPK2, CCF4 ratio; O43353; 360,000 tested, 0.38% active; in the data active = inhibition above about 21%;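 also: 0% = vehicle only and 100% = reference blocker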
# Vif imaging = HIV Vif inhibition | 340,000 tested, 0.35% active | HEK293T cells, Vif self-association by quenched fluorescence, imaging, 24 h | inhibition, % at 7.49 µM; in the data active = inhibition above about 50%, passing the limit was not always enough; also: some results filed as inactive read as strong as hits
# TLR9-MyD88 block = inhibitors of human TLR9-MyD88 binding; CHO BLA complementation TLR9-MyD88, CCF4 FRET ratio; inhibition, % at 4.98 µM; 340,000 tested, 0.21% active; AID 504734;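 active = inhibition above the mean over all tested compounds plus 3 SD, cut at about 21% in these data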;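 also: 0% = DMSO only wells and 100% = clavulanate BLA inhibitor control wells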
# Target sequence (Q99836 whole entry, looked up): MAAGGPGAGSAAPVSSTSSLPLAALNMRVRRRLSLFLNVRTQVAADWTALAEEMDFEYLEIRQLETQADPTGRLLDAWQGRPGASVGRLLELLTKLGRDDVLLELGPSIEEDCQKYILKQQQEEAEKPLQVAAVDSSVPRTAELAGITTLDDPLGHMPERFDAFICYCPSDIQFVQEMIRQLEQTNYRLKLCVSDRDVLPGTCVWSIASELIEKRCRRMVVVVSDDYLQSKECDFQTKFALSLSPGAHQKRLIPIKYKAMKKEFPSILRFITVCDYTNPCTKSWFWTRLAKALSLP
# Target sequence (Q9NR96 whole entry, looked up): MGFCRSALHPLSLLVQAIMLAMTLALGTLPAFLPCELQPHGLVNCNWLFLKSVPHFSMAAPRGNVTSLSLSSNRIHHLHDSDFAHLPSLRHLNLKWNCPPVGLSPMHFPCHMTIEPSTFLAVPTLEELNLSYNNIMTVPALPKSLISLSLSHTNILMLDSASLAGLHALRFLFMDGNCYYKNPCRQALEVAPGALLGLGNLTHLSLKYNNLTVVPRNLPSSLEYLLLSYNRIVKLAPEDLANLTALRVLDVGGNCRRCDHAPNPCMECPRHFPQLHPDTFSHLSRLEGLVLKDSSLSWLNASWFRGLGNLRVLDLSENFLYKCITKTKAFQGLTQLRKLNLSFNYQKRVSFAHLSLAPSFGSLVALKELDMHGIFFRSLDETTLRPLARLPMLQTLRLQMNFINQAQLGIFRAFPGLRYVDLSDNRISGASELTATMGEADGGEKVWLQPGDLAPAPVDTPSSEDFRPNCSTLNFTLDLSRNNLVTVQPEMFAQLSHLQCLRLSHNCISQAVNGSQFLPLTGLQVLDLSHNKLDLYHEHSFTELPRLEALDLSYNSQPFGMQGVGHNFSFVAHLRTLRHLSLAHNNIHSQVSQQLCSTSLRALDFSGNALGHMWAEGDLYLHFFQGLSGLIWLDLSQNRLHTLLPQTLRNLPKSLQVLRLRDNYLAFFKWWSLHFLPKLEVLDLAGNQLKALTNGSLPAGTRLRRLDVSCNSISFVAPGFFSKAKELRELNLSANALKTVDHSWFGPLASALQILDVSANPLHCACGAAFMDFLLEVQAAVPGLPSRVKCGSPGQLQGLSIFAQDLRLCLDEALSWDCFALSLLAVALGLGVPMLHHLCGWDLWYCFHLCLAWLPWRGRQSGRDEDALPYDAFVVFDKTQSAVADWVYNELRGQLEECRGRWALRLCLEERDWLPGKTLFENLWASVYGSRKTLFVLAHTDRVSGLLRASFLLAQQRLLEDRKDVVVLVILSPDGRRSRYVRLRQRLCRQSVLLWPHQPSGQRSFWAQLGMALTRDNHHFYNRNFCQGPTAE
# NCOA1 inh = inhibits human SRC1 coactivator | Q15788 | HEK293 GAL4-SRC1 luciferase reporter, luminescence | inhibition, % at 3.6 µM | 360,000 tested, 0.12% active | AID 588354;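 active = inhibition above the campaign mean plus 3 SD, with each screening campaign given its own cutoff, cut at about 60% in these data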;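 also: 0% = DMSO treated cells and 100% = gossypol at 36 µM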
# NR5A2 inv ag = NR5A2 inverse agonism in reporter assay. O00482. HEK293T StAR-luciferase reporter, LRH-1 transfected, 24 h. inhibition, % at 3.6 µM. 360,000 tested, 0.13% active;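 active = inhibition above the mean inhibition of all tested compounds plus 3 SD, cut at about 73% in these data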;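 also: 0% = DMSO wells and 100% = reporter-only cells lacking LRH-1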
# TROY signal inh = inhibitors of TROY-dependent NF-kB signaling | Q293 LMP1-TROYcd NF-kB luciferase reporter, 4 h | inhibition, % at 10 µM | 360,000 tested, 0.98% active | AID 1347056;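 active = compounds whose plate-normalised and pattern-corrected inhibition of the luciferase reporter signal at the single screening dose is 50% or more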
# LMP1 NFkB inh = reduces LMP1-driven NF-kappaB luciferase signal. inhibition, % at 12.5 µM. 350,000 tested, 0.69% active. LMP1-induced NF-kappaB luciferase reporter cells, luminescence; in the data active = inhibition above about 41%;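 also: 0% = neutral control wells and 100% = reference inhibitor control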
# SRC2 inh = inhibits human steroid receptor coactivator 2 | Q15596 | HEK293 GAL4-SRC2 luciferase reporter, luminescence | inhibition, % at 9 µM | 370,000 tested, 0.17% active;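 active = inhibition above the mean inhibition of all tested compounds plus 3 SD, set per campaign, cut at about 52% in these data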;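 also: 0% = DMSO treated cells and 100% = cells given Gossypol at 36 µM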
# NR2F2 inh = blocks human COUP-TFII nuclear receptor | HEK293T NGFI-A luciferase reporter, luminescence | inhibition, % at 8.6 µM | 370,000 tested, 0.7% active;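 active = inhibition above a per-plate cutoff, mean inhibition of test wells between control levels plus 3 SD, cut at about 38% in these data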;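 also: cells cotransfected with COUP-TFII expression vector driving the NGFI-A reporter; 0% = median of COUP-TF2 test wells and 100% = reporter-only cells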
# NCOA3 inh = human NCOA3 inhibition; Q9Y6Q9; inhibition, % at 3.6 µM; HEK293 GAL4-SRC3 luciferase reporter, luminescence; 360,000 tested, 0.17% active;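 active = inhibition above a per-campaign cutoff, the mean of all compounds plus 3 SD, cut at about 60% in these data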;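 also: 0% = DMSO-treated cells and 100% = gossypol-treated cells at 36 µM; higher means less SRC3-driven luciferase light from the GAL4 reporter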
# C8 TRAIL sens = caspase-8 TRAIL sensitization. AID 624354. inhibition (viability loss, TRAIL sensitization), % at 10 µM. 360,000 tested, 1% active. NB7+C8 cells + TRAIL, ATPlite viability luminescence;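 active = compounds causing at least 50% loss of cell viability in the single-dose screen, relative to plate controls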
# * = called active by the depositor; . = not tested or not shown. Only part of the results is shown, so the mix of outcomes need not match the whole.
# The first 5 records (preview)
SMILES,NOD2-RIPK2 inh,Vif imaging,TLR9-MyD88 block,NCOA1 inh,NR5A2 inv ag,TROY signal inh,LMP1 NFkB inh,SRC2 inh,NR2F2 inh,NCOA3 inh,C8 TRAIL sens
CCOC(=O)C1CCN(c2c(N3CCCCCC3)c(=O)c2=O)CC1,8,.,-2,7,2,-1,-1,0,-9,1,5
CCN1C(=O)Nc2cccc3cccc1c23,-2,8,3,-13,11,4,14,-57,-78,20,-12
CC1(C(=O)NC2CCCCC2)CCC(=O)N1CCOc1ccccc1 (stereo not drawn),-3,.,.,14,14,1,.,-9,3,23,-12
C=C(C)Cn1c(SCC(=O)NCc2ccco2)nc2sc3c(c2c1=O)CCC3,-6,-15,-2,-8,5,-7,-1,15,-8,7,-13
COc1ccc(-c2cccc(-c3nc4ccc(Cl)cn4c3NC3CCCCC3)c2)cc1,-3,1,4,2,10,-10,0,-5,-9,-7,18

# The whole of this part, repeating the preview:
SMILES,NOD2-RIPK2 inh,Vif imaging,TLR9-MyD88 block,NCOA1 inh,NR5A2 inv ag,TROY signal inh,LMP1 NFkB inh,SRC2 inh,NR2F2 inh,NCOA3 inh,C8 TRAIL sens
CCOC(=O)C1CCN(c2c(N3CCCCCC3)c(=O)c2=O)CC1,8,.,-2,7,2,-1,-1,0,-9,1,5
CCN1C(=O)Nc2cccc3cccc1c23,-2,8,3,-13,11,4,14,-57,-78,20,-12
CC1(C(=O)NC2CCCCC2)CCC(=O)N1CCOc1ccccc1 (stereo not drawn),-3,.,.,14,14,1,.,-9,3,23,-12
C=C(C)Cn1c(SCC(=O)NCc2ccco2)nc2sc3c(c2c1=O)CCC3,-6,-15,-2,-8,5,-7,-1,15,-8,7,-13
COc1ccc(-c2cccc(-c3nc4ccc(Cl)cn4c3NC3CCCCC3)c2)cc1,-3,1,4,2,10,-10,0,-5,-9,-7,18
Cc1ccc(NC(=O)c2cc3nc(C)cc(C)n3n2)cc1,-10,2,-10,-82,-149,-9,2,-34,-50,-120,15
CCOc1ccc(C2=CSC3=NCCN23)cc1,3,3,5,-4,-3,-14,4,-18,-2,-4,-5
O=C(O)C1CC(=O)N(c2ccc(F)cc2)C1 (stereo not drawn),-1,4,6,-12,-16,-8,-11,5,-1,-3,-1
Cn1c(SCC(=O)N2CCOCC2)nnc1-c1cccc(NC(=O)c2ccccc2F)c1,-7,5,6,1,2,11,-5,-6,1,19,6
CCOc1ccc(Cc2nc(N)nc(N)n2)cc1,-10,2,2,-12,-21,-2,-8,15,-3,5,-3
COC(=O)c1ccc(C(=O)OC)c(NC(=O)CN(C)Cc2ccccc2)c1,2,7,-15,6,-5,12,11,11,2,-8,-5
COC(=O)c1[nH]c2cc(OC)c(OC)cc2c1NC(=O)CN1C[C@H]2C[C@@H](C1)c1cccc(=O)n1C2,-13,-1,-13,-10,3,-13,-3,-55,-2,-1,-16
Cc1ccsc1-c1cc(C(=O)O)c2c(ccc3ccccc32)n1,0,-4,-8,-2,-2,9,-5,2,-12,-30,17
Cc1cccc2[nH]c(CN(C)C(=O)C3CCC(=O)N(CCc4ccccc4)C3)nc12 (stereo not drawn),-6,4,-4,-14,-2,-23,4,-27,-15,8,6
Cc1cccc(NC(=S)NN2CCN(C)CC2)c1,-9,-10,-1,-2,3,33,7,-29,14,14,8
COc1ccccc1NS(=O)(=O)c1ccc2c(c1)n(C)c(=O)n2C,2,-2,-2,-51,20,-3,2,-24,-1,3,-1
O=C(O)c1ccc(N=Cc2nc(-c3ccco3)oc2O)cc1,-12,-2,14,7,7,0,-7,14,6,4,-6
CCN(C[C@H]1N[C@@](C)(C(=O)OC)[C@H]2C(=O)N(Cc3ccccc3)C(=O)[C@@H]12)S(=O)(=O)c1ccc(C(C)(C)C)cc1,6,.,-1,5,-4,10,-2,1,4,-4,-20
Clc1ccc(N2CCN(Cc3ccc(Br)o3)CC2)cc1,-9,-2,2,17,4,2,3,12,-9,5,-10
Cc1c(C(=O)N2CCOCC2)oc2ccc(S(=O)(=O)N3CCCC3)cc12,-19,15,5,6,0,-2,-8,29,-3,11,33
Cc1cccc(/C=N/NC(=O)c2cc(C3CC3)nc3ccccc23)n1,1,15,7,-18,8,-2,.,-2,-18,14,-9
COc1ccc(C(C(=O)NC2CCCC2)N(C(=O)c2snc(-c3ccc(F)cc3)c2N)c2cccc(F)c2)cc1 (stereo not drawn),1,31,-5,-5,16,-32,-68,10,8,11,35
CCc1ccc(CNC(=O)Cc2ccc(NC(=O)C3=C(C)OCCS3)cc2)cc1,3,3,3,-86,-22,1,3,-25,-108,-41,53*
COc1cc2c(cc1OC)CN(C(=O)/C=C/c1cccs1)CC2,0,-1,5,14,18,1,14,-3,2,1,12
O=C(NCC1CCCO1)C(C(=O)c1ccccc1)n1ccccc1=O (stereo not drawn),-4,0,-5,-5,19,-1,1,1,21,-4,14
Cc1ccc(OCC(=O)NCc2cccnc2)cc1,-1,1,-10,6,-1,-3,-8,-4,-2,-16,6
CNc1ccccc1C(C)(C)c1cc(-c2cccc([N+](=O)[O-])c2)no1,-9,-4,-2,-58,-11,-7,-12,-3,14,-75,27
C[C@H](CO)N1C[C@H](C)[C@@H](CN(C)Cc2ccc(-c3ccccc3)cc2)Oc2c(NC(=O)Nc3ccc4c(c3)OCO4)cccc2C1=O,-6,1,-1,-17,-16,16,1,-9,10,-30,20
CCN(C(=O)COC(=O)c1cc([N+](=O)[O-])ccc1N1CCOCC1)c1ccccc1,7,4,-14,-18,-6,28,0,10,-5,1,-14
OC[C@H]1OC(O)[C@H](O)[C@@H](O)[C@H]1O (stereo partly drawn),-20,1,0,-17,-26,7,56*,10,-26,-16,-7
COc1ccc(OCCCC(=O)Nc2nncs2)cc1,-11,6,-11,5,-14,-2,-1,-9,-3,2,-4
NNC(=O)Cn1c2ccccc2c2ccccc21,-8,2,-15,8,7,-10,3,-27,0,15,-26
Cc1csc(C(=O)O)c1-c1c(C)csc1C(=O)O,-4,-8,0,10,13,-19,-12,-4,-1,25,2
CCn1c(COc2ccc(Cl)cc2)nnc1SCc1ccc(C#N)cc1,6,-7,-3,0,-12,4,-14,25,-7,-5,8
CCOC(=O)c1c(NC(C)=O)sc2c(OCCN(CC)CC)c(Br)ccc12,10,-8,3,-32,10,-26,-18,-29,-8,3,3
O=C(O)c1ccc(CNCc2ccc(Cl)cc2)cc1,-5,12,-4,10,1,0,0,-10,13,10,-11
O=C1C2C3C=CC(CC3)C2S(=O)(=O)C2C3C=CC(CC3)C12 (stereo not drawn),-10,.,0,-19,5,7,-2,3,17,-11,1
O=C1C2=C(CCCC2)C(=O)N1c1cccc(OCCBr)c1,0,-4,2,-10,-2,3,6,-3,0,12,13
CCNC(=O)C1(C)CCN(C(=O)c2ccc(N(C)C)cc2)C1 (stereo not drawn),-1,-5,.,3,-12,7,.,5,4,-1,1
O=C1/C(=C\Nc2ccccc2)CCN1c1ncccn1,-10,-2,-13,-19,-6,-49,3,-39,1,-29,4
CCN(CC)C(=O)C(C)OC(=O)COc1ccc(Cl)cc1Cl (stereo not drawn),-2,-21,-11,-4,-1,6,1,5,-4,15,24
CCOC(=O)[C@]12CCCC=C1N(Cc1ccco1)C(=O)[C@H](CC(=O)N1CCC(c3ccccc3)CC1)C2,-2,.,.,.,17,11,.,-18,11,.,2
CCC(=S)/C=C1\Sc2ccccc2N1CCCS(=O)(=O)O,-1,4,-3,4,4,-8,-4,0,6,1,-4
Cc1ccc(/C=N/N(C)S(=O)(=O)c2ccc(C)cc2)cc1,-8,-5,9,-7,12,-29,8,15,11,4,8
O=C(c1ccc(Cl)c(S(=O)(=O)N2CCCCCC2)c1)N1CCCCC1,-6,1,-1,-3,4,2,5,-54,11,-9,-12
COc1ccc(OC)c(S(=O)(=O)N(C)CC(=O)N2CCc3ccccc3C2)c1,5,6,3,-7,-8,25,-10,-20,8,-5,-8
CCOc1ccc(Nc2cc(=O)oc3ccccc23)cc1,0,-10,2,-1,-1,-12,-8,14,0,-4,-32
Cc1cc(N2C(=O)C(O)=C(C(=O)c3cccs3)C2c2ccc(F)cc2)no1 (stereo not drawn),-4,-8,0,-22,-24,-17,6,8,2,18,5
COc1cc(F)ccc1-c1cc(C(=O)NCc2cccs2)[nH]n1,1,6,.,-67,-17,-16,.,-3,-18,-18,7
CCOc1ccccc1NC(=O)CSc1nnc(CNC(=O)c2ccco2)o1,2,2,0,-13,-9,7,-11,24,16,-2,-3
CC(C(=O)N(C)Cc1cccc(F)c1)N1CCN(S(=O)(=O)c2ccc3c(c2)OCCCO3)CC1 (stereo not drawn),-3,-7,-4,4,14,-2,-1,-7,-17,-7,-6
Cc1ccc(/C=C2\CCCC3=C2NC(=S)NC3c2ccc(C)cc2)cc1 (stereo not drawn),-11,.,-3,16,-8,19,4,5,-20,-9,-9
COc1ccc(CNC(=O)[C@H](C)NC(=O)C2CCN(C(=O)[C@@H](N)Cc3ccccc3)CC2)cc1,-7,-5,4,8,-6,-5,6,-22,0,6,0
CS(=O)(=O)Cc1ccc(C(=O)N(CCc2ccccc2)Cc2ccccc2)cc1,0,0,-14,-5,7,-4,3,-10,-18,-2,-4
Cc1nnc(NC(=O)CSc2nccn2C)s1,-3,0,0,-10,19,-5,1,-32,-13,-1,3
Cc1cccc(N(Cc2ccccc2)C(=O)c2ccccc2S(C)(=O)=O)c1,1,-9,0,-17,9,-31,9,-20,0,3,4
CCOC(=O)C1=C(CP(=O)(c2ccccc2)c2ccccc2)NC(=O)NC1c1ccc(OC)cc1 (stereo not drawn),-8,1,-12,-5,4,-46,3,8,-10,24,14
Cc1cccc(NC(=O)CSCC(=O)N(C)Cc2c(F)cccc2Cl)c1,-5,-11,5,4,2,0,-7,-8,-5,-14,-4
COc1ccc(CCNC(=O)Cn2c(=O)n(-c3cc(F)ccc3F)c(=O)c3sccc32)cc1OC,-6,-1,-7,-29,9,41,15,7,11,-17,-21
CCOc1cc(C(=O)NC)cc(Br)c1OCc1ccccc1,-6,-2,6,4,-3,-2,1,-19,-6,-3,4
# Next records follow.
SMILES,NOD2-RIPK2 inh,Vif imaging,TLR9-MyD88 block,NCOA1 inh,NR5A2 inv ag,TROY signal inh,LMP1 NFkB inh,SRC2 inh,NR2F2 inh,NCOA3 inh,C8 TRAIL sens
CC(C)=CCN1CCN(Cc2cccnc2)CC1CCO (stereo not drawn),-8,-1,4,-7,-19,-1,-4,-7,-3,-32,-7
CCOc1cc(C(=O)NCc2ccc3c(c2)OCO3)cc(OCC)c1OCC,-1,4,4,3,16,-2,0,-2,7,13,-6
Cc1c(C(=O)N2CCC2)oc2ccc(Br)cc12,5,-1,3,-11,-16,-31,-7,-12,-41,-21,2
CCCCOC(=O)C(NC(=O)c1ccccc1)=C(C)C,-3,6,-11,-5,9,-6,11,-10,14,0,-2
CC(C)Sc1nc2c(c(=O)n(C)c(=O)n2C)n1Cc1ccc(Cl)cc1,-6,-7,-4,2,-11,.,0,16,4,-8,15
COc1cccc(-n2nnc3c(=O)n(Cc4ccc(F)cc4)cnc32)c1,-13,.,-3,13,-3,-24,-5,-11,14,2,-19
COc1ccc(C(=O)NCCc2nnc(SCC(=O)Nc3ccccc3)n2C)cc1,-12,-1,4,-4,-15,-16,-4,11,-7,3,1
COc1ccc(Br)cc1C(=O)N/N=C/c1ccc([N+](=O)[O-])cc1,0,3,-11,-7,0,17,13,-12,-10,4,6
